# BLM helicase inh – Bloom syndrome helicase (human) inhibition. Potency, µM (titrated, usually from 56.1 µM), for inactives: top-dose activity change, negative = inhibition, usual class: inhibitors. P54132. AID 2528. recombinant BLM DNA unwinding, fluorescence dequenching. hit rate 0.2% among 350,000;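 also: potency is read from the fitted curve at half-maximal effect; plate controls were vehicle for no effect and no enzyme for full effect; nearly all actives have a fitted effect of over 35% in size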
# Target sequence (P54132 whole entry, looked up): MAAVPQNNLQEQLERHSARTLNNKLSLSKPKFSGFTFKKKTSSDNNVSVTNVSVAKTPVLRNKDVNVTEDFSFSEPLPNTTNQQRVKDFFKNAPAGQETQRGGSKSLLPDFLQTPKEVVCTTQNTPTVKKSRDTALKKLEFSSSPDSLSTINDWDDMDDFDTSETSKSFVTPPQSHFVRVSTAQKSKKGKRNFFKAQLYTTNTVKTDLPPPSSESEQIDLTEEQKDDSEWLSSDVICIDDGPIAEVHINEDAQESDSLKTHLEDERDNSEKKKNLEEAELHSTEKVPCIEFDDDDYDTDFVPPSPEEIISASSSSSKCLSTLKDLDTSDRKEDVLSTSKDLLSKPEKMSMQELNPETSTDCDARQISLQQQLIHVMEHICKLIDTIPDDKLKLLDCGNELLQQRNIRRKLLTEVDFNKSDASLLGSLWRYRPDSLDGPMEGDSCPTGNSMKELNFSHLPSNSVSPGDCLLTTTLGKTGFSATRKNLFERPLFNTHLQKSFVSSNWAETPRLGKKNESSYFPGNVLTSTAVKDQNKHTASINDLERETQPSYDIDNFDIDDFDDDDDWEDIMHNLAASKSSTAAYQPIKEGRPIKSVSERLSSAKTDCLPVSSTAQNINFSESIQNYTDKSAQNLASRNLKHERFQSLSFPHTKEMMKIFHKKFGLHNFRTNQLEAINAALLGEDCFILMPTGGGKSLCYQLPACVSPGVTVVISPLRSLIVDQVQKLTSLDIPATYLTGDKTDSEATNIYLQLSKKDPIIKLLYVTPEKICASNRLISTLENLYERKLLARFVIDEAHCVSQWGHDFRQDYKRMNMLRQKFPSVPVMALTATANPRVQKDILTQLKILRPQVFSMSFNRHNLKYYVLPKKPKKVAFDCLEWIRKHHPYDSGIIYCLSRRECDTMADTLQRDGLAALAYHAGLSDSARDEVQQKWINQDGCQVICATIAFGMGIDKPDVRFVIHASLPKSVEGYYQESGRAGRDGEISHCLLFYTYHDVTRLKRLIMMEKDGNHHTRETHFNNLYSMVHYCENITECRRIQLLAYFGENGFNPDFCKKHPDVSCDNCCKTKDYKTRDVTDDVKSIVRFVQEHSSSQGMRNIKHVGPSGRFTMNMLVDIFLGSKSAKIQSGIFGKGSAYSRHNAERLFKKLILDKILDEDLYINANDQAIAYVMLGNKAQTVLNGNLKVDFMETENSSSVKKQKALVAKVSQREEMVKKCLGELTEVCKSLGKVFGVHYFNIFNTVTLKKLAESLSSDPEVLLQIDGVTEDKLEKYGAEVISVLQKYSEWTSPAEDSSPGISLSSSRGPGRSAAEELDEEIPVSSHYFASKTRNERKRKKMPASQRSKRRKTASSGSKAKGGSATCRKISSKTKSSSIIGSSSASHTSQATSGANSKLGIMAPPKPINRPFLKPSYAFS
# PGK inhibitor – inhibitors of T. brucei phosphoglycerate kinase. Potency, µM (doses to about 57.5 µM), for the others: top-dose activity change, negative = inhibition, most hits filed as inhibitors. PGK/GAPDH coupled, Kinase-Glo luminescence, 60 min. P07378. hit rate 0.043% among 380,000; also: potency is read from the fitted curve at half-maximal effect; % is scaled to controls: 0 for no effect and ±100 for the full control effect; nearly all actives have a fitted effect of over 60% in size
#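 Recombinant glycosomal PGK reaction used 1,3-bisphosphoglycerate generated in-well by GAPDH (100nM final) in 100mM TEA pH 7.6, 5mM MgCl2, 0.01% Tween-20. After 60 minutes at room temperature, ATP was read by Kinase-Glo Plus luminescence end-point.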
# APE1 inh – inhibitors of human APE1 endonuclease; Potency, µM (series often up to 65.8 µM), for the others: top-dose activity change, negative = inhibition, usual class: inhibitors; hit rate 0.35% among 350,000; recombinant APE1, TAMRA/BHQ-2 abasic DNA cleavage fluorescence;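 also: potency is read from the fitted curve at half-maximal effect; plate controls were vehicle for no effect and reference inhibitor for full effect; nearly all actives have a fitted effect of over 55% in size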
#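 APE1 at 0.75 nM preincubated 15 min at room temperature with compound. Reaction then started with 50 nM double-stranded THF-abasic substrate labelled with TAMRA/BHQ-2, and 525/598 nm fluorescence read kinetically. Activity taken as third-minus-first read difference, normalized to DMSO and NSC13755 controls.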
# Pol beta inh – blocks human DNA polymerase beta activity | Potency, µM (titrated, usually from 114 µM), for inactives: at the highest dose activity change, negative = inhibition, usual class: inhibitors | Pol beta primer extension/strand displacement, fluorescence kinetic | hit rate 1.3% among 340,000 | P06746; also: potency is read from the fitted curve at half-maximal effect; % is scaled to controls: 0 for no effect and ±100 for the full control effect
#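 Preincubation: enzyme (10 nM) with compound, 15 min, RT. Reaction: substrate added to 50 nM final. Reads: 0 and 10 min. Analysis: normalized, Hill fit.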
# POLI inh – inhibitors of human DNA polymerase iota; Pol iota fluorescent replication assay, 10 min; Q9UNA4; Potency, µM (doses to about 115 µM), for inactives: top-dose activity, negative = inhibition, hits mostly inhibitors; hit rate 1% among 390,000; also: potency is read from the fitted curve at half-maximal effect
#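 Fluorescent replication assay read twice, at 0 min and 10 min after adding 50 nM (final) substrate. Enzyme (10 nM) and compounds were first incubated 15 min at room temperature; enzyme-free buffer wells were negative controls.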
# POLH inh – blocks human DNA polymerase eta activity. Q9Y253. recombinant Pol eta, fluorescent DNA replication assay. Potency, µM (highest dose often 114 µM), for the others: at the highest dose activity change, negative = inhibition, usual class: inhibitors. hit rate 1.2% among 390,000. AID 588591; also: potency is read from the fitted curve at half-maximal effect; % is scaled to controls: 0 for no effect and ±100 for the full control effect
#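 Fluorescent replication assay: 50 nM final substrate added after a 15 min room-temperature compound preincubation with 10 nM enzyme. Signal taken at 0 min and again at 10 min.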
# Apoferritin bind – binds horse apoferritin like a general anesthetic; P02791; apoferritin/1-aminoanthracene competitive binding, fluorescence; Potency, µM (titrated, usually from 77.5 µM), inactives show at the highest dose activity change, negative = displacement, most hits filed as inhibitors; hit rate 0.074% among 350,000; AID 485281; also: potency is read from the fitted curve at half-maximal effect; % is scaled to controls: 0 for no effect and ±100 for the full control effect; nearly all actives have a fitted effect of over 20% in size
#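 Concentration-response curves derived by four-parameter Hill fitting of normalized fluorescence, where compounds displaced 1-AMA from 10 uM horse apoferritin following a brief 10 min room-temperature incubation; propofol titration acted as positive control.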
# POLK inh – blocks human DNA polymerase kappa activity; Q9UBT6; purified Pol kappa, fluorescent DNA synthesis assay, 10 min; Potency, µM (top dose mostly 107 µM), without a hit: top-dose activity, negative = inhibition, hits mostly inhibitors; hit rate 0.53% among 400,000; also: potency is read from the fitted curve at half-maximal effect; % is scaled to controls: 0 for no effect and ±100 for the full control effect
#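 50 nM final substrate added after 15 min RT preincubation of 10 nM Pol kappa with compound; fluorescence read at 0 and 10 min.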
# RXFP1 antagonist – antagonists of human relaxin receptor RXFP1. HEK293-RXFP1, relaxin-stimulated cAMP HTRF, 30 min; stronger effect = lower value. activity change, negative = inhibition, % at 57.5 µM. hit rate 0.59% among 350,000;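 active = activity change of -60% or lower, but not beyond a set lower limit; inconclusive = change between -60% and -40%, or beyond the set limit; inactive = change above -40%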; also: % is scaled to controls: 0 for no effect and ±100 for the full control effect
# * hit, by the source's call; i = inactive; ? = inconclusive; nt = not tested or not shown; & = joins results of further samples; [ ] = another dose, or the depositor's remark. Unless noted, calls follow the shape of the dose curve; as a rule, active = well fitted curve in the direction sought with a large enough effect; inconclusive = small, poorly fitted or top-dose-only effect, or another doubt; inactive = no such curve, though single readings can be large; an effect the other way counts as inactive or inconclusive. The list is partial; count on the stated rates, not on these rows.
item	compound	PGK inhibitor	POLI inh	APE1 inh	RXFP1 antagonist	Apoferritin bind	Pol beta inh	POLH inh	POLK inh	BLM helicase inh
1	Cc1cccc(OCCCCCn2ccnc2)c1	10.6%	3.2%	2.0%	1.5	?	9.2%	-1.9%	-4.3%	-4.7%
2	Cc1nc(NCC2CCCO2)c2oc3ccccc3c2n1 (stereo not drawn)	1.4%	22.3%	1.5%	-20.8	-7.3%	6.9%	-22.8%	-1.8%	1.1%
3	O=C(NCc1ccc(F)cc1)C1CCC(=O)N1CCc1ccccc1 (stereo not drawn)	i	16.1%	-4.4%	nt	-5.8%	5.8%	-10.2%	4.4%	2.3%
4	Cc1csc(NC(=O)c2ccccc2)n1	i	7.3%	-1.6%	13.8	-4.2%	45.2%	1.9%	-1.5%	2.8%
5	Cc1ccc(C(=O)NCCCN2CCOCC2)cc1Cl	11.4%	9.8%	10.8%	-1.4	-10.3%	23.0%	-16.3%	-4.9%	3.5%
6	CCCCOC(=O)Cn1nnc2sc(-c3ccccc3)cc2c1=O	nt	-12.1%	nt	-1.5	-10.7%	?	nt	-8.1%	-0.1%
7	CCc1ccc(CN(Cc2ccco2)c2cnc(S(C)(=O)=O)nc2C(=O)Nc2c(C)cccc2C)cc1	-5.4%	8.7%	nt	-30.0	4.9%	14.6%	-20.5%	-7.8%	-10.4%
8	CCc1ccc(-c2cn3c(n2)sc2cc(C(=O)NC4CCCCC4)ccc23)cc1	-0.8%	32.5%[activator]	nt	0.9	-1.1%	-1.7%	-6.3%	-2.5%	0.3%
9	Cc1ccc(-c2nc3cc(Cl)ccc3o2)cc1NC(=O)COc1ccc(F)cc1	nt	25.4%	nt	0.8	0.1%	29.9%	nt	-4.3%	-3.2%
10	CCCCCC/C=C/c1ccc([C@H]2[C@H]3C=CC[C@@H](C)[C@@H]3C(=O)N2Cc2ccccc2)c(F)c1	-3.2%	3.4%	-0.1%	nt	11.2%	34.2%	-12.9%	21.0%	-6.0%
11	CCc1nnc(NC(=O)CCC(=O)N2CCN(c3cccc(Cl)c3)CC2)s1	-1.6%	-4.9%	8.6%	-24.1	-3.7%	1.9%	-9.9%	-10.9%	-0.4%
12	Cc1nn(C)c(C(=O)N/N=C/c2ccccn2)c1[N+](=O)[O-]	7.7%	23.4%	18.0%	-1.9	-3.2%	-4.9%	-13.6%	7.2%	-0.8%
13	CCc1ccc(NS(=O)(=O)c2ccc3oc(=O)c4ncn(CC)c4c3c2)cc1	2.1%	3.0%	nt	?	-17.4%	0.6%	-0.4%	-3.2%	-2.1%
14	COc1ccccc1CN1CC(C(=O)NCc2cccnc2)CC1=O (stereo not drawn)	-7.8%	-15.2%	-2.4%	-8.3	3.6%	-23.1%	0.7%	-2.3%	2.8%
15	N#Cc1ccc(OCC(=O)N2CCN(C(=O)c3ccco3)CC2)cc1	-3.8%	16.4%	-6.1%	-1.6	nt	nt	-19.4%	-15.0%	nt
16	Cc1ccsc1/C=N\NC(=O)c1cc(C(C)(C)C)[nH]n1	-7.0%	156.8%[activator]	6.4%	-15.0	-20.6%	14.3%	-2.5%	4.4%	-5.1%
17	C[C@H](CO)N1C[C@H](C)[C@@H](CN(C)S(=O)(=O)c2cccs2)Oc2ccc(NS(=O)(=O)c3cn(C)cn3)cc2C1=O	-3.5%	1.4%	12.4%	nt	nt	nt	-10.8%	-5.2%	nt
18	CCN(Cc1ccc2c(c1)OCCO2)S(=O)(=O)c1ccc(NC(C)=O)cc1	8.5%	-5.0%	-11.3%	2.0	nt	nt	-7.3%	-15.4%	nt
19	O=C(c1ccccc1)c1cc2ccccc2o1	-2.3%	4.8%	-4.3%	-3.1	?	-13.2%	?	0.9%	-0.6%
20	CCN(CC)CCCN(Cc1cc2cc3c(cc2[nH]c1=O)OCO3)C(=S)NC	-3.3%	25.3%	0.5%	-28.9	-2.8%	90.2%	-2.9%	-1.2%	2.9%
21	COc1cccc(Oc2nc(-c3ccccc3O)nc3ccccc23)c1	0.3%	20.9%	-10.0%	-2.0	5.9%	7.8%	0.2%	9.9%	2.3%
22	CSC1=C(C#N)C(c2ccccc2Cl)C2=C(N1)c1ccccc1C2=O (stereo not drawn)	-7.0%	31.6%[activator]	0.7%	-5.5	-23.5%	88.9%	-15.4%	-20.9%	-3.8%
23	CN1c2ccccc2C2(C)CCCC3=Cc4cccc([N+](=O)[O-])c4OC312 (stereo not drawn)	-5.2%	13.9%	6.3%	6.2	4.7%	15.8%	-15.1%	-19.3%	-6.8%
24	O=C(O)CN(c1ccccc1[N+](=O)[O-])S(=O)(=O)c1ccccc1	1.0%	25.3%	-2.6%	0.5	-10.5%	0.4%	6.9%	-9.4%	2.8%
25	C=CCN=C(NC#N)SCCc1ccccc1	14.7%	29.7%	11.3%	-2.8	-12.0%	-18.3%	0.0%	-6.3%	0.9%
26	Cc1nnc2c3ccccc3nc(N3CCN(c4cccc(Cl)c4)CC3)n12	15.0%	18.3%	nt	-31.4	-4.4%	20.1%	-12.5%	-5.4%	-7.3%
27	O=C1Nc2ccc([N+](=O)[O-])cc2OC1CCN1CCCC1 (stereo not drawn)	-2.0%	134.5%[activator]	-2.9%	1.6	-16.1%	1.1%	-19.6%	-7.5%	-4.7%
28	O=C(C1CCCN(Cc2cccs2)C1)N1CCCCCC1 (stereo not drawn)	i	6.0%	-5.1%	-4.8	-6.0%	29.0%	-18.5%	1.4%	0.0%
29	C[C@]12C=CC(=O)C=C1CC[C@@H]1[C@@H]2C(=O)C[C@@]2(C)[C@H]1CC[C@]2(O)C(=O)COC(=O)CCC(=O)O	-9.5%	1.4%	13.3%	-7.7	-5.8%	-1.3%	-2.5%	0.8%	-3.9%
30	Cc1ccc(C(=O)NNC(=O)c2ccc(NS(=O)(=O)c3cccs3)cc2)s1	i	17.8%	3.8%	-1.8	nt	nt	2.5%	0.0%	nt
31	CCc1ccc(NC(=O)C2CCN(S(=O)(=O)c3ccc4c(c3)NC(=O)CO4)CC2)cc1	-3.9%	?	13.3%	-6.1	-23.6%	2.5%	-2.9%	-8.7%	-1.9%
32	COCCCN1C(=O)c2ccc(C(=O)Nc3ccc(OC)cc3OC)cc2C1=O	1.5%	9.5%	0.1%	-6.7	-17.0%	-2.1%	-17.9%	-6.5%	-1.5%
33	N/C(=N\c1nc2ccccc2o1)NC(=O)C(Cc1ccccc1)N1C(=O)c2ccccc2C1=O (stereo not drawn)	-4.8%	-2.7%	-6.1%	-30.8	?	-1.4%	-17.6%	-14.4%	-9.3%
34	O=[N+]([O-])c1ccc(C2CCCC/C2=N/OCc2ccccc2F)c([N+](=O)[O-])c1 (stereo not drawn)	0.0%	5.4%	0.3%	-13.7	?	84.6%	?	-2.1%	-8.2%
35	Cc1nn(Cc2ccccc2)c(=O)c2nn(-c3ccc(Cl)cc3)c(C)c12	-7.8%	10.8%	2.4%	nt	4.3%	14.5%	0.1%	-8.1%	-1.2%
36	O=C(NCc1cccnc1)C1c2ccccc2C(=O)N1C1CCCCCC1 (stereo not drawn)	-4.5%	11.5%	-3.2%	-0.8	-10.6%	36.4%	-12.2%	-1.7%	-1.4%
37	COC1=CC(=Cc2c(N)n3nc(CC(=O)N4CCCCC4)sc3nc2=O)C=C(OC)C1=O	-3.9%	?	-14.6%	2.3	-20.1%	16.9%	56.2µM*	?	-5.9%
38	Cc1cn(-c2ccccc2)c(C)c1/C=N\Nc1nc(N2CCOCC2)nc(N2CCOCC2)n1	-2.3%	6.9%	-1.9%	9.2	?	3.1%	-8.9%	-0.2%	7.4%
39	O=S(=O)([O-])CCC[n+]1c(SCCCS(=O)(=O)O)sc2ccc(Cl)cc21	-2.7%	?	5.6%	-4.1	-8.7%	9.7%	-10.7%	-2.7%	-12.2%
40	Cc1cc(Br)ccc1SCC(=O)N1CCN(S(=O)(=O)c2ccccc2)CC1	8.4%	-8.6%	3.6%	-22.2	?	22.7%	-24.9%	-7.5%	-4.4%
41	CC1CCCCC12NC(=O)N(CC(=O)OCC(=O)Nc1ccc(F)cc1[N+](=O)[O-])C2=O (stereo not drawn)	6.7%	76.1%[activator]	0.5%	-10.2	nt	nt	-12.4%	-0.8%	nt
42	CCC(CC)C(=O)Nc1cc(Cl)ccc1C	nt	nt	3.2%	nt	?	90.7%	nt	nt	1.7%
43	CCOc1ccc(CCNC(=O)COC(=O)c2ccc(OC(C)C)cc2)cc1OCC	-1.6%	23.3%	-18.3%	-7.7	nt	nt	-12.5%	-16.3%	nt
44	COc1ccccc1CC(=O)NCCN1CCCCC1	-1.6%	125.0%[activator]	9.6%	0.4	-4.5%	10.3%	-19.5%	-3.5%	-2.3%
45	CC(C)(C)OC(=O)N1CCC[C@@H]1CO	-7.0%	-5.9%	11.8%&-2.7%	nt	0.2%	nt	-7.6%	0.0%	0.0%
46	Cc1cc2c(cc1S(=O)(=O)CCC(=O)Nc1ccc(OC(F)(F)F)cc1)OCC(=O)N2	-1.4%	13.5%	nt	nt	57.3%[activator]	16.9%	-10.2%	-5.9%	-7.6%
47	Cc1nc(SCC(=O)Nc2ccccc2C(F)(F)F)c2c(=O)n(C)c(=O)n(C)c2n1	-3.1%	-13.4%[58.9 µM]	nt	-17.8	nt	nt	-9.6%	4.8%	nt
48	CC(C)(C)C(=O)CSc1nc(N)cc(=O)[nH]1	3.1%	28.1%	-3.3%	2.0	-14.2%	6.1%	-15.4%	4.6%	3.3%
49	COc1ccc(N2CCN(C(=O)COC(=O)c3ccc(CSC)o3)CC2)cc1	-4.5%	-26.2%	4.9%	-9.2	nt	nt	-13.9%	-4.4%	nt
50	COc1ccc(NC(=S)Nc2ccc(C)c(Cl)c2)cc1OC	-6.4%	10.5%	10.7%	-2.0	-16.7%	16.1%	-9.8%	-1.6%	-7.4%

# Screens (PubChem)
